Source: PubChem BioAssay
B2AR arrestin: qHTS assay of beta-arrestin-biased ligands of beta2-adrenergic receptor | beta-arrestin recruitment to beta2AR, cell-based reporter | Potency, µM (doses to about 46.1 µM), for the others: at the top dose activation, actives largely listed as activators | 0.02% of 330,000 active | AID 492947, 2010;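 note: potency is the fitted concentration of half-maximal effect; 0% = DMSO controls and full agonism = EC100 isoproterenol or metaproterenol; nearly all actives have a fitted effect of over 65% in size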
PKM2 act: qHTS Assay for Activators of Human Muscle isoform 2 Pyruvate Kinase; 0.34% of 260,000 active; purified PKM2, Kinase-Glo ATP luminescence, activation; response scale: 0% is enzyme alone, no compound; Pyruvate kinase PKM (Homo sapiens), P14618; Potency, µM (highest dose often 57.5 µM), inactives show at the highest dose activation, most hits filed as activators; AID 1631, 2009; note: potency is the fitted concentration of half-maximal effect; % is set by controls: 0 for no effect and ±100 for the full control effect; nearly all actives have a fitted effect of over 55% in size
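Purified hPK-M2 (>95% pure) converted ADP (0.1 mM final) to ATP with 0.5 mM PEP in 50 mM imidazole pH7.2, KCl, MgCl2, Tween 20, BSA; 1 h at room temperature. ATP detected by Kinase-Glo luminescence.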
Menin-MLL TR inh: qHTS Assay for Inhibitors Targeting the Menin-MLL Interaction in MLL Related Leukemias: Competition With Texas Red Labeled MLL-derived Mutant Peptide. O00255. Menin + Texas Red MLL mutant peptide, fluorescence polarization. Potency, µM (doses to about 61.6 µM), inactives show at the top dose FP activity change, negative = inhibition, hits mostly inhibitors. 0.23% of 270,000 active. AID 1768, 2009; active = well fitted inhibition curve with a large enough effect in the polarisation, with a control signal flat, not every such curve was filed as active; inconclusive = small, poorly fitted or top-dose-only effect, or effect the other way, or a change in a side signal; inactive = no such curve, though single readings can be large or run the other way; the % refers to the polarisation; note: potency is the fitted concentration of half-maximal effect; % of control where 0% means no effect; many of its hits are not listed in these tables
PTAP TSG101 blk: qHTS Assay for Iinhibitors of HIV-1 Budding by Blocking the Interaction of PTAP/TSG101. AID 493005, 2010. Fluorescence polarization, FITC-PTAP peptide / Tsg101 binding. Potency, µM (highest dose often 115 µM), without a hit: at the highest dose activity change, negative = inhibition, hits mostly inhibitors. 340,000 tested, under 10 active. Tumor susceptibility gene 101 protein (Homo sapiens), Q99816; active = well fitted inhibition curve with a large enough effect in the main read-out, with a control signal flat, not every such curve was filed as active; inconclusive = small, poorly fitted or top-dose-only effect, or effect the other way, or a change in a side signal; inactive = no such curve, though single readings can be large or run the other way; note: potency is the fitted concentration of half-maximal effect; % of control where 0% means no effect
Target sequence (Q99816 whole entry, looked up): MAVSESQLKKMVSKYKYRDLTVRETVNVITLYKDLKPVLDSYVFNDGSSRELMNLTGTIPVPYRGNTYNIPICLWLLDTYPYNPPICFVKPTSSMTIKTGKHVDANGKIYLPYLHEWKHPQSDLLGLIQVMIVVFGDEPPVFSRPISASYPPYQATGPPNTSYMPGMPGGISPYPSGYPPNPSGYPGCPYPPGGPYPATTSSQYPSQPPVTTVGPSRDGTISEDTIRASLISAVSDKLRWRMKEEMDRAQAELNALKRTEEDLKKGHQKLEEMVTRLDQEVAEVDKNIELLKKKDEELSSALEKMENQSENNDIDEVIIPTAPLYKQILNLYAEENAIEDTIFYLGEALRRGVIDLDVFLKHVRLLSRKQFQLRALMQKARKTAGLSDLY
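Steps: Tsg101 binding domain dispensed (10 uM final), compounds pinned in DMSO, FITC-labeled PTAP-motif peptide added (50 nM final); after 20 min binding at room temperature, polarization measured.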
Giardia kill: Small Molecules that selectively kill Giardia lamblia: qHTS. Giardia lamblia trophozoite viability. activity change, % at 7.66 µM, hits read low. 0.15% of 340,000 active; in the data active = activity change below about -80%; inconclusive = between about -30% and that limit;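 note: parasites exposed to compound for two days anaerobically before the ATP read; % is set by controls: 0 for no effect and ±100 for the full control effect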
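Killing of trophozoites was scored by loss of ATP luminescence after a 48 hrs anaerobic exposure to compounds at 37 deg C, using 100 cells per well.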
Integrin act MD: qHTS for Activators of Integrin-Mediated Alleviation for Muscular Dystrophy; alpha7betagal myoblasts, beta-gal FDG fluorescence, 48 h; Potency, µM (top dose mostly 38.3 µM), without a hit: top-dose activation, hits mostly activators; 0.064% of 350,000 active; AID 624291, 2012;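 note: potency is the fitted concentration of half-maximal effect; 100% = response of the positive control SU9516; nearly all actives have a fitted effect of over 60% in size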
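alpha7betagal+/- myoblasts (passage 13, 250/well) treated 48 h at 37C with compounds at 1:260 dilution of DMSO stock. Lysed, then beta-galactosidase activity read as FDG fluorescence (ex 480/em 540) after 30 min, with pre-read for autofluorescence.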
S-ASM inh: Inhibitors of Secretory Acid Sphingomyelinase (S-ASM): qHTS. AID 504937, 2011. Sphingomyelin phosphodiesterase (Homo sapiens), P17405. Potency, µM (highest dose often 57.5 µM), inactives show at the highest dose activity change, negative = inhibition, most hits filed as inhibitors. placental ASM, HMU-PC fluorogenic substrate, 60 min. 0.006% of 340,000 active; note: potency is the fitted concentration of half-maximal effect
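HMU-PC0 cleavage (9 uM final) by human placental ASM, 60 min at 37 °C following 10 min compound exposure at RT; stopped at pH 10, fluorescence Ex 386/Em 447 nm.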
Chronic BCR inh: qHTS Assay to Find Inhibitors of Chronic Active B-Cell Receptor Signaling. ABC-DLBCL IkBa-CBG/CBR reporter, luminescence ratio, 4 h. Potency, µM (top dose mostly 46.1 µM), inactives show at the highest dose ratio change, negative = lower green/red ratio, actives largely listed as inhibitors. 0.05% of 340,000 active; active = well fitted inhibition curve with a large enough effect in the signal ratio, with a control signal flat, not every such curve was filed as active; inconclusive = small, poorly fitted or top-dose-only effect, or effect the other way, or a change in a side signal; the % refers to the signal ratio;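 note: potency is the fitted concentration of half-maximal effect; plate controls were basal doxycycline-induced cells for no effect and cells given 10 µM MG132 for full effect; MG132 reads +100%, hits lower the ratio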
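Compounds up to 46 uM were incubated four hours with TMD8 cells whose green CBG68 luciferase is fused to IkappaBalpha; red CBR luminescence normalised the signal, and concentration-effect curves were fitted to fusion, red and ratio data.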
GALK inh: qHTS Assay for Inhibitors of Human Galactokinase (GALK); AID 1868, 2009; 0.007% of 270,000 active; Potency, µM (top dose mostly 57.5 µM), without a hit: top-dose activity change, negative = inhibition, usual class: inhibitors; Purified GALK, Kinase-Glo residual ATP luminescence; P51570; note: potency is the fitted concentration of half-maximal effect; % is set by controls: 0 for no effect and ±100 for the full control effect
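5 nM enzyme, 35 uM ATP, 100 uM galactose, 20 mM HEPES pH8.0, 5 mM MgCl2; 1 h RT; residual ATP by Kinase-Glo Plus luminescence, qHTS format.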
Tb PFK inh: qHTS Assay to Find Inhibitors of T. brucei phosphofructokinase | ATP-dependent 6-phosphofructokinase (Trypanosoma brucei brucei), O15648 | T. brucei PFK, ADP-Glo luminescence | Potency, µM (doses to about 57.5 µM), inactives show at the highest dose activity, negative = inhibition, actives largely listed as inhibitors | 0.17% of 330,000 active;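 note: potency is the fitted concentration of half-maximal effect; 0% = uninhibited 1x PFK enzyme wells and -100% = no-enzyme wells; nearly all actives have a fitted effect of over 60% in size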
Target sequence (O15648 whole entry, looked up): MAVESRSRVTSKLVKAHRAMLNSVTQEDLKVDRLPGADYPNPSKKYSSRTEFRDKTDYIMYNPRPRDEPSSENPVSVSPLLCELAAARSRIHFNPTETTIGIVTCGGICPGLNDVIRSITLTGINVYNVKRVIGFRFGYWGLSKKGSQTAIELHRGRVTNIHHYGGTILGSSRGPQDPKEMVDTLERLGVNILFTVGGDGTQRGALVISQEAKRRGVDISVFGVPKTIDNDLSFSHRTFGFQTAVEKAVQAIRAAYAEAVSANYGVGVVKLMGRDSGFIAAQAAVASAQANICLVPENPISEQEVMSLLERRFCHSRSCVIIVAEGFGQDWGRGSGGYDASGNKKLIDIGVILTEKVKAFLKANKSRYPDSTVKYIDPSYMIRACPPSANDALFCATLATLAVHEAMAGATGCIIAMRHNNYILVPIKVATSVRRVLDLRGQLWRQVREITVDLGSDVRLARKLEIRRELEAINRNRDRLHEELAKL
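PFK 1.25 nM, F6P 0.5 mM, ATP 0.1 mM, 0.1 M TEA pH 8.0, 5 mM MgCl2, 0.01% Tween20, 0.1% BSA; 45 min RT. ADP-Glo readout. qHTS titration up to 57 uM; curves fitted, compounds curve-classed.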
Coupling enz: qHTS Assay for Inhibitors of Fructose-1,6-bisphosphate Aldolase from Giardia Lamblia: Coupling assay counterscreen; coupling enzyme system counterscreen, AmpLite Red fluorescence; activity change, negative = inhibition, % at 58.2 µM, hits read low; 0.67% of 290,000 active; in the data active = activity change below about -30%; note: % is set by controls: 0 for no effect and ±100 for the full control effect
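Fluorescence at 525 nm excitation and 598 nm emission measured inhibition of the coupled detection system without aldolase. Compounds (at 57.5 uM final) were preincubated 10 min at room temperature with coupling enzyme reagent before a 20 min substrate/AmpLite Red step.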
An asterisk follows results filed as active; ? = inconclusive; nt = no result given; [ ] = remark or other dose. Unless noted, calls come from the whole dose curve; as a rule, active = well fitted curve in the direction sought with a large enough effect; inconclusive = small, poorly fitted or top-dose-only effect, or another doubt; inactive = no such curve, though single readings can be large; an effect the other way counts as inactive or inconclusive.

The line under a structure holds: B2AR arrestin	PKM2 act	Menin-MLL TR inh	PTAP TSG101 blk	Giardia kill	Integrin act MD	S-ASM inh	Chronic BCR inh	GALK inh	Tb PFK inh	Coupling enz
1: CC(=O)Oc1ccccc1C1C[C@]2(C)CC(=O)NC2N1C(C)=O (stereo partly specified)
    -0.4%	-4%	12%	-4%	-10	-19%	2%	3%	1%	1%	0
2: O=C(NCc1ccccc1)c1csc(-c2cccnc2)n1
    -0.4%	-10%	nt	1%	8	?	-1%	1%	2%	0%	3
3: N#CCc1nc(C(c2ccccc2)c2ccccc2)no1
    0.5%	2%	?	1%	-22	7%	15%	?	-3%	-3%	-3
4: Cc1c(N2C(=O)CS/C2=N\N=C\c2ccccc2O)c(=O)n(-c2ccccc2)n1C
    0.0%	-2%	-13%	-6%	-5	2%	288%[activator]	13%	0%	-10%	2
5: Cc1cccc(C(=O)NNS(=O)(=O)c2ccc(F)cc2)c1
    -2.4%	0%	6%	0%	32[activator]	-1%	2%	?	nt	1%	-3
6: O=S(=O)(c1cnccc1N1CCN(/N=C/c2ccc(Br)cc2)CC1)N1CCCCC1
    0.5%	-4%	23%	-5%	-9	8%	-15%	-1%	0%	-7%	1
7: Cc1cc(-n2c(C)cc(C(=O)CSc3nncn3C(C)C)c2C)no1
    0.0%	nt	nt	5%	-1	-6%	3%	0%	nt	-7%	nt
8: OCC[C@H]1C[C@@H](O)[C@H](O)[C@]2(Cc3ccccc3O2)O1
    -0.2%	nt	nt	0%	-24	-2%	6%	-3%	nt	3%	nt
9: NNC(=O)c1[nH]c2ccccc2c1-c1ccccc1
    -0.2%	nt	23%	-6%	-3	-43%[inhibitor]	1%	?	1%	-3%	0
10: CC[n+]1ccccc1/C=C/c1ccc(N(C)C)cc1
    0.1%	-9%	-1%	53%[activator]	8	-29%	-29%	13%	-2%	-1%	0
11: COC(=O)/C=C/c1ccc(OC(=O)OC)c(OC(=O)OC)c1
    -0.2%	15%	2%	-3%	4	-22%	20%	4%	nt	0%	0
12: C/C(Cc1ccccc1)=N\NC(=O)CNC(=O)c1cccc(Br)c1
    -0.4%	1%	-9%	-2%	2	-30%	3%	1%	-1%	0%	0
13: O=C(Nc1ccc2c(c1)CCC2)C1CCN(c2ncccn2)CC1
    -0.9%	0%	2%	0%	-2	6%	-1%	4%	5%	0%	0
14: CSc1ccc(NS(=O)(=O)c2ccc(-n3cnnn3)cc2)cc1
    -0.7%	0%	nt	-1%	-27	21%	nt	0%	5%	1%	nt
15: C=CCN(CC=C)C(=O)C(=O)c1ccn(-c2c(C)csc2C(=O)OC)c1
    0.4%	1%	-2%	-10%	4	5%	-1%	0%	2%	1%	0
16: COc1cc(CN2CCN(C(=O)c3cccc4ccccc34)CC2)cc(OC)c1O
    -1.0%	3%	4%	1%	13	-11%	4%	?	-3%	-1%	-4
17: Cc1ccc2sc3ccc(NC(=O)c4ccccc4Cl)cc3c(=O)c2c1
    -0.9%	2%	nt	0%	-16	-1%[7.66 µM]	404%[activator]	26%	-7%	-2%	-15
18: CN1C2CCC1CC(NS(=O)(=O)c1cccc(C(F)(F)F)c1)C2 (stereo unspecified)
    -1.3%	5%	nt	-4%	0	?	3%	0%	0%	2%	nt
19: O=S(=O)(c1ccccc1)N1CCN(CCc2ccccc2)CC1
    -0.1%	-1%	-27%	0%	12	-2%	-2%	-1%	0%	1%	0
20: Cc1ccc(NC(=O)C(=O)C2C(=O)Nc3ccccc32)cc1 (stereo unspecified)
    8.0%	-2%	nt	-4%	-8	17%	2%	?	1%	1%	0
21: C=CCN1C(=O)/C(=C2/Sc3ccc(OC)cc3N2CC)SC1=S
    -0.2%	3%	13%	?	1	-41%[inhibitor]	1%	7%	4%	1%	10
22: COc1cc(OC)cc(N2C(=O)CSCC2=O)c1
    -0.7%	-7%	nt	0%	19	3%	3%	-2%	4%	-1%	2
23: CSCC(C)N1CCC(CCC(=O)NC2CC2)CC1 (stereo unspecified)
    0.4%	nt	nt	-4%	7	6%	-1%	1%	-1%	0%	nt
24: Cc1cccc(NC(=O)c2c(F)c(F)c(F)c(F)c2F)c1
    0.2%	-4%	-18%	-2%	24	-3%	3%	12%	-5%	-3%	6
25: O=C(CSc1nc2ccccc2s1)NCCOc1ccccc1
    -0.1%	0%	1%	-3%	2	-27%	-2%	?	1%	-5%	-2
26: Cn1cccc1C1CCCN1CC(=O)Nc1c(Cl)cc(Cl)cc1Cl (stereo unspecified)
    -0.4%	nt	nt	2%	-22	17%	-3%	-9%	nt	-8%	nt
27: CC(C)(C)c1ccc(OCCn2nc(C(=O)O)c3ccccc3c2=O)cc1
    0.2%	nt	-23%	-3%	-10	-12%	?	2%	-5%	0%	-16
28: O=C(CCN1CCN(c2ccccc2)CC1)c1ccc(Cl)cc1
    0.0%	nt	-2%	0%	-17	7%	4%	?	-4%	-11%	3
29: CS(=O)(=O)N1N=C(c2ccco2)CC1c1ccccc1Cl (stereo unspecified)
    -0.2%	7%	nt	-5%	-3	0%	0%	?	-2%	1%	1
30: Cc1ccc(S(=O)(=O)N(C)Cc2cc3ccccc3[nH]c2=O)cc1
    -0.2%	13%	13%	1%	-14	2%	1%	3%	-1%	0%	-3
31: OC(CN1CCN(c2ccccc2Cl)CC1)c1ccccc1 (stereo unspecified)
    -0.2%	-6%	-18%	-1%	-3	-37%[inhibitor]	5%	-24%	-2%	0%	-1
32: COc1ccc(CCNS(=O)(=O)CCNC(=O)c2ccc(OC)cc2)cc1
    0.2%	nt	nt	-2%	-3	-29%	-5%	-4%	nt	-2%	nt
33: CCOc1cc(C#N)c(NC(=O)c2ccco2)cc1OCC
    -0.4%	-5%	-1%	-5%	14	0%	-2%	?	1%	2%	0
34: CC(C)CNC(=S)N1CCC(NC(=O)c2ccco2)CC1
    0.0%	3%	-3%	-4%	-8	-4%	4%	?	0%	-2%	1
35: O=C(NCc1ccc(Cl)cc1)c1ccc(Cn2cc(C(F)(F)F)ccc2=O)cc1
    0.1%	0%	-17%	-5%	-3	27%	1%	10%	-3%	-20%	0
36: COc1cc(SC)ccc1C(=O)N1CCN(c2ccccc2OC)CC1
    0.3%	5%	-21%	-4%	-18	-3%	10%	3%	-1%	1%	-1
37: COc1cc2c(cc1OC)C1O[C@](CCCCN3C(=O)c4ccccc4C3=O)(C2)OC2=C1C(=O)OC1(CCCCC1)C2
    -0.1%[9.22 µM]	-10%[11.5 µM]	-1%[11.7 µM]	nt	nt	nt	nt	?	nt	-1%[11.5 µM]	-8
38: COC(=O)C1=C(CS(=O)(=O)c2cc(OC)ccc2OC)NC(=O)NC1c1ccc(O)c(OC)c1 (stereo unspecified)
    0.1%	-3%[0.46 µM]	-10%	-5%	7	21%	3%	0%	6%	1%	-1
39: O=C(CSc1n[nH]c(-c2ccccc2Br)n1)NCCN1C(=O)CSC1=O
    0.1%	5%	21%	-5%	8	-14%	1%	-23%	1%	1%	1
40: Cc1ccc(CN2CCSc3ccc(C(=O)NCc4ccco4)cc32)cc1
    0.2%	-14%	1%	0%	-7	-25%	296%[activator]	12%	-1%	-1%	-2
41: CC(C)(C)C(=O)NC(=S)Nc1ccccc1C(=O)NC1CCCCC1
    0.1%	-2%	-1%	-8%	6	-26%	3%	1%	7%	1%	2
42: COc1ccc(NC(=S)Nc2cccc(C(C)=O)c2)cc1OC
    0.3%	0%	19%	0%	?	0%	3%	-1%	-1%	-4%	0
43: Cc1cccc(-c2noc(CNC(=O)c3ccco3)n2)c1
    2.7%	nt	-18%	-7%	15	35%	-1%	4%	-1%	14%	-3
44: COCCn1c(SCC(=O)NCC2CCCO2)nc2c([nH]c3ccccc32)c1=O (stereo unspecified)
    0.3%	-9%	nt	-3%	6	?	-1%	2%	-2%	3%	nt

Only part of the results is shown (hit frequency here may not be typical).
